From PubChem BioAssay
M1 PAM parental: nonselective activator or artifact in parental CHO-K1 calcium assay | ATP EC20, Fluo-8 calcium fluorescence; 0% at ATP EC20, 100% at ATP max | activation, % at 3 µM | AID 602247 | 360,000 compounds, 0.02% hits;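 active means activation above the run cutoff, the mean activation of all test compounds plus 3 SD, cut at about 40% in these data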;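 further: peak over basal fluorescence ratio in a 140 s read after ATP addition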
M1 ag parental: M1 agonist counterscreen hit in parental CHO-K1 cells | activation, % at 3 µM | Fluo-8 calcium fluorescence; scaled to maximal ATP response, vehicle zero | 360,000 compounds, 0.48% hits; in the data active means activation above about 15%;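 further: untransfected CHO-K1 host cells lacking M1 receptor as counterscreen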
M1 PAM: potentiates human M1 receptor response to acetylcholine | P11229 | CHO-K1 hM1, Fluo-8 calcium fluorescence, ACh EC20; 0% = ACh EC20, 100% = maximal ACh | activation, % at 3 µM | 360,000 compounds, 0.088% hits; in the data active means activation above about 19%, passing the limit was not always enough
Target sequence (P11229 whole entry, looked up): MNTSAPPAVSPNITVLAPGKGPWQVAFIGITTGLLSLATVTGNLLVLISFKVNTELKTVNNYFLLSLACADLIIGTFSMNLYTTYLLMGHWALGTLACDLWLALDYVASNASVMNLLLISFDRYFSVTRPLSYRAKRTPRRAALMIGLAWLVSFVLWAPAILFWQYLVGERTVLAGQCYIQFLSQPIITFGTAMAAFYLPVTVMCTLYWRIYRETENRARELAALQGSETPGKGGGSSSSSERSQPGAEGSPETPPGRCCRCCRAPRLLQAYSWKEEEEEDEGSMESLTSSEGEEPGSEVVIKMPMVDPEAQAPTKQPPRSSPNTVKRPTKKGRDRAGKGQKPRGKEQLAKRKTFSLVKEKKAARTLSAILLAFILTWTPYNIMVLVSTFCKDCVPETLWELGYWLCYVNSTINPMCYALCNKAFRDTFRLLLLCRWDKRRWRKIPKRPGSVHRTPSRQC
CHO parental Ca: signal in parental CHO cells, OX1R antagonist counter-screen. parental CHO-K1, ATP-induced calcium, Fluo-8 fluorescence. inhibition, % at 5.6 µM. 330,000 compounds, 0.63% hits;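 active means inhibition above that plate's mean sample inhibition plus 3 SD, cut at about 26% in these data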;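 further: 0% = ATP-challenged DMSO wells and 100% = DMSO wells without ATP; some compounds past the cut are filed as inactive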
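Assay system: untransfected parental CHO cell line. Also added: ATP agonist challenge. Dosing: one dose, 5.6 µM nominal. Measured by: Fluo-8 fluorescence. Read-out: % inhibition. Benchmarks: ATP wells versus no-ATP DMSO wells. Repeats: no replicates.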
CHO-K1 Ca antag: nonselective inhibitor or artifact in parental CHO-K1 cells; ATP-induced calcium, Fluo-8 fluorescence; AID 602250; inhibition, % at 3 µM; 360,000 compounds, 0.6% hits;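 active means inhibition above a per-plate cutoff, the plate's mean sample inhibition plus 3 SD, cut at about 24% in these data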;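 further: 0% = DMSO plus EC80 ATP and 100% = DMSO alone without ATP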
TAAR1 ag: agonists of human TAAR1. Q96RJ0. CHO RD-HGA16 TAAR1, Fluo-8 calcium fluorescence; vehicle wells 0%, saturating PEA agonist 100%. activation, % at 3 µM. 360,000 compounds, 0.99% hits;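 active means activation above the mean activation of all test compounds in the run plus 3 SD, cut at about 38% in these data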
Target sequence (Q96RJ0 whole entry, looked up): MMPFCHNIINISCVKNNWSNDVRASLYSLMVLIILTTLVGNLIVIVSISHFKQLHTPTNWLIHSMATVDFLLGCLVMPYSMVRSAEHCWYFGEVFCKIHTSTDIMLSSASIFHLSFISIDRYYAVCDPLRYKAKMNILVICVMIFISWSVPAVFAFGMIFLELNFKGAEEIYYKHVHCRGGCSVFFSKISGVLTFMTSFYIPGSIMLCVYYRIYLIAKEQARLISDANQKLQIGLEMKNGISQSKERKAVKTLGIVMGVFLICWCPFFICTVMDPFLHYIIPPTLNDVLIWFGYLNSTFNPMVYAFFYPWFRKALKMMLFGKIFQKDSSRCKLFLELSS
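Repeats: no replicates (n 1) | Material: CHO-derived RD-HGA16 cells with stable Gα16 and human TAAR1 | Technique: Kinetic Fluo-8 calcium fluorescence | Schedule: 17-24 h seeding, 75 min 37 °C dye, 30 min RT | Evaluation: % activation from peak over basal fluorescence ratio, DMSO-to-PEA scaled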
CHRM1 agonist: activates human CHRM1 receptor. activation, % at 3 µM. CHO-K1 hM1, Fluo-8 calcium fluorescence, agonist mode; 0% DMSO, 100% acetylcholine EC100. 360,000 compounds, 0.33% hits. AID 588814. P11229;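 active means activation above the run's mean compound activation plus 3 SD, cut at about 16% in these data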;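 further: peak over basal fluorescence ratio within a 140 s kinetic read after compound addition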
TAAR1 antagonist: human TAAR1 antagonism | CHO RD-HGA16 TAAR1, Fluo-8 calcium fluorescence, antagonist | AID 624466 | 360,000 compounds, 1.5% hits | inhibition, % at 3 µM;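 active means inhibition above a per-plate cutoff, the mean inhibition of test compounds on that plate plus 3 SD, cut at about 49% in these data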;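 further: 0% = DMSO plus EC80 beta-PEA response and 100% = DMSO alone without agonist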
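Assay system: CHO-derived RD-HGA16 cells stably expressing human TAAR1 plus Gα16. Timing: 140 s kinetic read after compound, 140 s after agonist. Technique: kinetic Fluo-8 calcium fluorescence measurement. Measure: % inhibition of agonist calcium response.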
CHRM1 antagonist: human CHRM1 antagonism; 360,000 compounds, 1.3% hits; P11229; inhibition, % at 3 µM; CHO-K1 hM1, Fluo-8 calcium fluorescence, ACh EC80 antagonist;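 active means percent inhibition above its own plate's cutoff, namely the mean of that plate's compound wells plus 3 SD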;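 further: peak over basal fluorescence ratio during 140 s after agonist addition; 0% = ACh EC80 plus DMSO and 100% = DMSO alone without agonist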
* = called active by the depositor; . = not tested or not shown.

nr	SMILES	M1 PAM parental	M1 ag parental	M1 PAM	CHO parental Ca	CHO-K1 Ca antag	TAAR1 ag	CHRM1 agonist	TAAR1 antagonist	CHRM1 antagonist
1	Nc1[nH]c(C(=O)c2ccccc2)c(-c2ccccc2C(F)(F)F)c1C(=O)c1cccs1	-8	-0.1	.	.	17	3	.	-21	.
2	CCn1c(SCC(=O)N2CCc3ccccc3C2)nc2c1c(=O)n(C)c(=O)n2C	18	1.1	6	1	-8	4	-7	14	-6
3	CCO[C@@H]1OC(C(=O)N2CCOCC2)=C[C@H](c2ccccc2)[C@H]1CCCO	-9	-0.1	7	10	-11	0	-4	6	-2
4	CC(C)Oc1ccc(/C=C(/NC(=O)c2ccccc2)C(=O)NC(Cc2ccccc2)C(=O)O)cc1 (stereo not given)	-2	-0.5	8	10	-14	1	2	-13	-16
5	O=C(CSc1nc2cc(Cl)ccc2s1)c1ccco1	12	0.2	-1	-15	-9	11	-3	-7	-16
6	O=C1C=C(Nc2ccc(F)cc2)c2ccccc2C1=O	-3	0.2	-1	-3	-14	4	-2	-1	0
7	Cn1cc(C(=O)NCCc2ccccc2)c(=O)c2cc(S(=O)(=O)N3CCOCC3)ccc21	9	0.1	6	.	-5	4	0	-15	-8
8	COc1ccccc1CCNC(=O)C(=O)NCC1OCCN1C(=O)c1ccc(Cl)cc1 (stereo not given)	-29	4.4	-3	-20	10	31	-3	15	10
9	COc1ccccc1Cc1c(-c2ccco2)nc2ccc(Cl)cn12	8	0.6	5	.	4	-1	-2	-13	-6
10	O=C(O)C1=C(C(=O)Nc2cccc(C(F)(F)F)c2)CCCC1	34	0.4	11	-4	-20	11	-8	-2	-3
11	COc1ccc(CCN(C)C(=O)C2CCN(Cc3ccccc3)CC2)cc1OC	24	1.1	9	-7	-18	7	-5	3	-14
12	Cc1ccc(OCC(=O)Nc2ccc(CN3CCOCC3)cc2)cc1	-18	2.0	20	2	-10	6	-5	-10	-20
13	C[C@H](CO)N1C[C@H](C)[C@@H](CN(C)S(C)(=O)=O)Oc2ccc(NC(=O)CCN3CCOCC3)cc2C1=O	12	0.2	5	-1	-13	3	-2	-13	-9
14	CC(C(=O)c1ccc(-c2ccccc2)cc1)[n+]1cccc(Br)c1 (stereo not given)	7	3.6	-23	-2	-11	1	-9	-23	35*
15	COc1ccc(C(=O)Nc2ccccn2)cc1	21	0.2	13	4	-13	5	1	-5	-29
16	CCCCCc1ccc(C(=O)CCCC)c(=S)[nH]1	12	0.5	2	-6	-8	9	-9	7	-3
17	CCOc1ccc2c(c1)C(c1ccccc1)=NNC(c1ccccc1)=N2	17	2.9	2	-21	-8	14	1	5	-5
18	CC1=CN2C(=N)/C(=C\c3cn(CCCOc4ccccc4)c4ccccc34)C(=O)N=C2S1	16	0.9	9	-13	1	0	-4	-1	-7
19	O=C(Nc1ccc(C(=O)N2CCOCC2)cc1)c1ccc([N+](=O)[O-])cc1	-5	1.1	4	-10	-6	2	0	-5	-9
20	Cc1cc(C)c(OCCOCCN(C)C)c(Br)c1	10	0.3	-2	-12	1	3	-7	-12	-9
21	Cc1ccccc1OCCN1C(=O)NC2(CCc3ccccc32)C1=O (stereo not given)	5	0.8	-2	-15	-4	1	-5	1	5
22	CSc1nnc(NC(=O)c2ccc(S(=O)(=O)N(C)C)cc2)s1	5	-0.1	11	-7	-5	2	-1	-22	-11
23	COc1cc(C(=O)OCC(=O)NCCC2=CCCCC2)ccc1OCC(C)C	9	-0.2	2	-25	0	3	-4	10	-4
24	Cc1cc(NC(=O)CSc2nnc(NC(=O)C3CC(=O)N(c4ccccc4C)C3)s2)no1 (stereo not given)	19	0.3	9	-8	-11	1	-1	-1	-7
25	CSCCC(NS(=O)(=O)c1ccccc1F)C(=O)NCC(c1ccc(F)cc1)N1CCOCC1 (stereo not given)	3	0.6	5	-10	-3	1	-3	-10	-3
26	CCCCNC(=O)C(=O)N/N=C/c1ccc(OCc2ccccc2)cc1	19	0.1	11	1	-24	3	-4	-5	-15
27	COc1ccc(NC(=O)NCc2cccnc2)c(OC)c1	-14	0.4	9	0	2	1	-1	-28	-5
28	Fc1cccc(Cc2c(-c3ccco3)nc3ccc(Cl)cn23)c1	16	1.3	6	.	-23	.	-2	.	-35
29	COc1ccc(N(CC(=O)NCCSCc2c(F)cccc2Cl)S(C)(=O)=O)cc1OC	20	1.9	11	-8	-14	.	-4	.	-15
30	CC(Sc1nnc(Nc2ccccc2)s1)C(=O)Nc1nc(-c2ccccc2)cs1 (stereo not given)	15	1.3	4	-9	-4	6	-1	14	2
31	N#Cc1c(N)oc(-c2ccco2)c1-c1ccco1	17	1.6	6	-2	-12	13	-3	-2	-5
32	COC(=O)C1=C(C)N(Cc2ccccc2)C(=S)N[C@H]1c1cccc(C(F)(F)F)c1	9	0.8	1	-12	-23	6	-8	56*	-2
33	CCCCN1CCNC[C@H]1Cc1ccc(O)cc1	-7	-0.1	5	-5	-10	4	-4	11	-4
34	N#C/C(=C\c1c(N2CCOCC2)nc2ccccn2c1=O)C(=O)NC1CCS(=O)(=O)C1 (stereo not given)	16	4.6	11	-3	-6	-1	-5	0	-10
35	C[C@@H]1CN([C@H](C)CO)C(=O)CCCn2nncc2CO[C@H]1CN(C)S(=O)(=O)c1ccc(F)cc1	20	1.0	14	.	-15	4	-1	-21	-21
36	COc1ccccc1C(=O)NC(=O)COC(=O)c1ccc([N+](=O)[O-])cc1	7	0.7	12	-18	-5	2	-2	-16	-14
37	CCOC(=O)C1(C)CCCN1C(=O)c1csnn1 (stereo not given)	10	2.7	-2	.	-1	1	-2	-28	2
38	O=C1CCc2ccc(NS(=O)(=O)c3ccc(F)cc3)cc2N1	11	1.0	8	-9	4	9	-3	-8	-6
39	CCOc1ccc(N2C(=O)Nc3ccccc3C2(O)C(=O)N2CCN(c3ccccn3)CC2)cc1 (stereo not given)	8	-0.7	2	-16	-5	0	-7	-12	-10
40	O=C(CN1C(=O)NC2(CCCc3ccccc32)C1=O)Nc1ccccc1OC(F)F (stereo not given)	-2	1.2	2	-13	-8	4	3	-4	4
41	CCCN1/C(=C2/SC(=S)N(CC)C2=O)C=Cc2ccccc21	9	-0.8	3	-17	-4	0	-6	-11	-24
42	O=C(Cc1ccccc1)NCCSC1CCCCC1	9	-0.5	-3	-12	0	6	-5	-7	6
43	O=C(COC(=O)Cc1ccc(Cl)cc1Cl)NCc1ccco1	19	1.0	9	.	10	1	-3	3	-10
44	c1ccc(-c2cccs2)nc1	16	1.7	-1	-3	-8	7	-1	-31	3
45	CCOc1ccc(N2CC(O)=C(c3ccccc3)C2=N)cc1	-3	2.0	-11	-1	6	6	-4	-4	13
46	Cc1ccc(SCc2noc(C(=O)NCC3CCCO3)c2C(=O)O)cc1C (stereo not given)	-11	0.2	4	3	-6	9	-2	-20	0
47	O=C(COc1ccc(Cl)cc1Cl)Nc1ccc2nc3n(c(=O)c2c1)CCCC3	-1	1.3	0	-15	4	9	-3	0	6
48	CC(=O)Nc1ccc(-c2cc(N)n(-c3ccccc3)n2)cc1	3	1.5	8	-2	-5	8	4	-27	-7
49	Cc1ccc(C(=O)C[n+]2cccc(C(N)=O)c2)cc1	-18	-0.3	2	-4	5	0	-7	-13	4
50	CCCCOc1ccc(C(=O)NCC(=O)NC2CCC(C)CC2)cc1 (stereo not given)	-22	-0.3	4	-3	6	0	1	-3	11

Nothing new here: three of the compounds above.
nr	SMILES	M1 PAM parental	M1 ag parental	M1 PAM	CHO parental Ca	CHO-K1 Ca antag	TAAR1 ag	CHRM1 agonist	TAAR1 antagonist	CHRM1 antagonist
48	CC(=O)Nc1ccc(-c2cc(N)n(-c3ccccc3)n2)cc1	3	1.5	8	-2	-5	8	4	-27	-7
49	Cc1ccc(C(=O)C[n+]2cccc(C(N)=O)c2)cc1	-18	-0.3	2	-4	5	0	-7	-13	4
50	CCCCOc1ccc(C(=O)NCC(=O)NC2CCC(C)CC2)cc1 (stereo not given)	-22	-0.3	4	-3	6	0	1	-3	11

Later entries
nr	SMILES	M1 PAM parental	M1 ag parental	M1 PAM	CHO parental Ca	CHO-K1 Ca antag	TAAR1 ag	CHRM1 agonist	TAAR1 antagonist	CHRM1 antagonist
51	CCO[C@H]1OC(C(=O)Nc2ccccc2)=C[C@@H](c2ccc(C(F)(F)F)cc2)[C@@H]1CCCO	10	-0.4	0	-14	-14	12	-4	20	-8
52	COc1ccc(C(C)=O)cc1COC(=O)C(CO)NS(=O)(=O)c1ccc(Br)cc1 (stereo not given)	20	0.4	11	-11	-14	1	-4	-24	-15
53	O=C(NCc1ccccn1)c1cccc(S(=O)(=O)Nc2ccccc2Cl)c1	0	1.3	4	-11	2	1	-1	5	4
54	COCCCNc1nc2ccccc2nc1NS(=O)(=O)c1ccc(Cl)cc1	12	0.2	5	-3	-7	0	-4	15	-7
55	COn1c(=S)[nH]c2ccccc2c1=O	13	0.5	8	-1	-21	3	0	20	-2
56	CCOC(=O)C1=C(COC(=O)C2CC(=O)N(c3ccc(C)cc3)C2)NC(=O)NC1C (stereo not given)	3	0.9	-2	-16	3	1	-2	-13	2
57	Cc1ccc(C=Nc2ccccc2C(N)=O)cc1	1	0.8	6	-2	-32	14	-1	19	-10
58	Nc1ccccc1C(=O)N1O[C@@H]2C=C[C@H]1CC2	10	1.1	8	0	-15	0	-3	2	-15
59	CC(C)Nc1nc(NC(C)(C)C)nc(Oc2ccc(=O)n(-c3ccccc3)n2)n1	16	9.2	5	-26	5	70*	14	-16	-5
60	COc1ccc(/C=C/C(=O)c2ccccc2O)cc1	7	-0.4	-6	-7	-10	.	-6	.	9
61	COc1ccc(Nc2nc(-c3ccccc3)c3ccccc3n2)cc1	13	-0.1	9	-6	-6	8	-8	8	-6
62	O=C(COC(=O)c1cnc(Cl)c(Cl)c1)NC1CCCC1	-18	0.3	3	.	8	1	-3	-17	-5
63	COc1cccc(C(=O)N2CCC[C@H]2C(=O)N2CCC[C@H]2C(=O)NCc2ccncc2)c1	-2	0.1	.	.	3	2	.	-3	.
64	COc1cccc(C(O)c2nc3ccccc3n2C)c1 (stereo not given)	-21	0.1	1	0	-6	10	-2	-22	-7
65	COc1cccc(NC(=O)CSc2ncc(S(=O)(=O)c3ccccc3)c(=O)[nH]2)c1	16	-0.2	4	-1	-14	1	-1	-4	-5
66	COc1ccc(Nc2nc(N)nc(COc3ccc(OC)cc3)n2)cc1	-1	-0.4	-1	-24	4	11	-4	-8	4
67	CC1(C(=O)NS(=O)(=O)c2cccc(F)c2)CCN1C(=O)Cc1ccc(Cl)cc1Cl (stereo not given)	4	0.3	3	.	0	1	-1	-8	-10
68	C=C(C)CNC(=S)N1CCNC(=O)C1CC(=O)OC (stereo not given)	12	0.6	3	-5	-5	2	-4	-13	-1
69	Cc1ccc(C(=O)N(CN2CCCC2=O)c2ccccc2)cc1	10	-0.1	7	-22	-4	10	0	-26	0
